Bioassay records: PubChem BioAssay, National Center for Advancing Translational Sciences (NCATS)
EPAC1 antag = EPAC1 (human) antagonism. Potency, µM (doses to about 115 µM), inactives show at the highest dose activity change, negative = inhibition, hits mostly inhibitors. actives 0.14% (n = 360,000). AID 720709. EPAC1 GEF assay, Rap1b-BODIPY-GDP exchange fluorescence;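 further: potency means the concentration at half of the fitted maximal effect; plate controls were vehicle for no effect and positive control for full effect; nearly all actives have a fitted effect of over 50% in size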
Target sequence (O95398 whole entry, looked up): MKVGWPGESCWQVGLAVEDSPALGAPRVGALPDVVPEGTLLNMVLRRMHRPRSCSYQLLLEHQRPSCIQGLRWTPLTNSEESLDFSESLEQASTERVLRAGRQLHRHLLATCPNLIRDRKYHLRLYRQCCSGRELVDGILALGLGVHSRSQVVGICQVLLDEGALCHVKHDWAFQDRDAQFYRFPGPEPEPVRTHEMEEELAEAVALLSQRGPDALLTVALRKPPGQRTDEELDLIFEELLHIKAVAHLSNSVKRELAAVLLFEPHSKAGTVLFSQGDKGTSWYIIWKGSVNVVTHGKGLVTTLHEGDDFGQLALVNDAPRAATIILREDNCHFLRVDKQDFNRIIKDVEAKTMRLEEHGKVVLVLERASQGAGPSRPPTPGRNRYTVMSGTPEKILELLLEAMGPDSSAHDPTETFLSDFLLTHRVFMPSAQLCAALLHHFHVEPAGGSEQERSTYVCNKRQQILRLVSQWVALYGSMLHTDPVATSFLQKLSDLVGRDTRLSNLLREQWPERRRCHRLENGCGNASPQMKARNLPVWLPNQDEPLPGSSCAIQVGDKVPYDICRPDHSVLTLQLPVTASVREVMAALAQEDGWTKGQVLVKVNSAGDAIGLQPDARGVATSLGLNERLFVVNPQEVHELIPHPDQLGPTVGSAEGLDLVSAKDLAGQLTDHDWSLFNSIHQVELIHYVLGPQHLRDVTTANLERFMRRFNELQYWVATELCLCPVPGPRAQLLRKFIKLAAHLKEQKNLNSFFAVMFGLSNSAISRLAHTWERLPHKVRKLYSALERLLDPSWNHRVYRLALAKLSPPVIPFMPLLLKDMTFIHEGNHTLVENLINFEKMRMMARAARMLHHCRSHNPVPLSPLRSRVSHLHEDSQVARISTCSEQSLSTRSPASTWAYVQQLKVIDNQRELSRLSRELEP
PLK1 PBD inh = PLK1 (human) polo-box domain binding inhibition; P53350; Plk1 PBD binding of FITC phosphopeptide, fluorescence polarization; Potency, µM, without a hit: max response, negative = inhibition, actives largely listed as inhibitors; actives 2.8% (n = 360,000); AID 720504; further: potency means the concentration at half of the fitted maximal effect; series mostly up to about 57 µM; on the % scale 0 is the no-effect control and ±100 the full control effect; nearly all actives have a fitted effect of over 65% in size
EPAC1 ag = activates human EPAC1 exchange factor | AID 720707 | EPAC1 agonist qHTS, biochemical assay; response scale: 100% = response to 6.5 mM cAMP | actives 0.073% (n = 360,000) | Potency, µM (top dose mostly 154 µM), for inactives: at the highest dose activation, most hits filed as activators; further: potency means the concentration at half of the fitted maximal effect; nearly all actives have a fitted effect of over 60% in size
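Compounds were pinned as a concentration titration into mixtures of EPAC1 (100 nM), BODIPY-GDP-loaded Rap1B (250 nM) and GDP (50 uM). After 5 min at room temperature, fluorescence was followed for 30 min; activity was scaled to 6.5 mM cAMP.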
IL-2 act = IL-2 activation; actives 0.065% (n = 360,000); IL-2 activation reporter assay, cell-based qHTS; stimulated with anti-CD3/CD4/CD28 beads; in transgenic mouse T cells; AID 652025; activation, % (series mostly up to about 46 µM); in the data active means activation above about 50%; inconclusive means mostly about 30% to 49%; further: 0% is about no effect
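Unstimulated transgenic mouse T cells preincubated 60 min with compound, then stimulated with anti-CD3/anti-CD4-coated beads plus anti-CD28 for 18 h at 37 degrees C. IL-2 response read as EGFP and DsRed fluorescence by plate cytometry.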
WRN inhibitor = blocks human WRN helicase. Q14191. WRN helicase unwinding, fluorescent forked duplex, kinetic. Potency, µM (top dose mostly 114 µM), for the others: top-dose activity change, negative = inhibition, most hits filed as inhibitors. actives 0.46% (n = 360,000). AID 651768; further: potency means the concentration at half of the fitted maximal effect; on the % scale 0 is the no-effect control and ±100 the full control effect; nearly all actives have a fitted effect of over 55% in size
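WRN at 20 nM final was preincubated with compound for 15 min at room temperature; reaction started with 100 nM forked duplex oligonucleotide carrying fluorophore and quencher plus 2 mM ATP (final). Unwinding followed kinetically by red fluorescence (ex 525/em 598 nm).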
FUS suppressor = suppressors of FUS proteinopathy in yeast | S. cerevisiae FUS-expressing, growth rescue, OD600, 24 h | Potency, µM (highest dose often 76.6 µM), for the others: at the highest dose growth rescue (activation), usual class: activators | actives 0.24% (n = 390,000);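 further: potency means the concentration at half of the fitted maximal effect; plate controls were DMSO vehicle for no effect and reference control for full effect; nearly all actives have a fitted effect of over 55% in size; some results filed as inactive show a strong effect at the top dose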
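S. cerevisiae expressing FUS from galactose induction served as the toxicity model. Growth after 24hr at 30C, read as absorbance at 600 nm, indicates suppression of toxicity; compounds dosed at several concentrations.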
PI5P4Ka inh = blocks human PI5P4K alpha kinase activity; PI5P4Kalpha enzyme, ADP-Glo luminescence, 60 min; active compounds read low; actives 1.2% (n = 330,000); P48426; AID 652105; max response, %; active means max response of -50% or lower; inconclusive means between -30% and -50%; inactive means -30% or higher; further: value at the top dose of about 77 µM; on the % scale 0 is the no-effect control and ±100 the full control effect
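Human PI5P4Kalpha with substrate in 0.038 M HEPES pH 7.4, 0.28 mM EGTA, 0.1% CHAPS, 5% DMSO; reaction started with 5 microM ATP (final), 60 min at room temperature. ADP formed read by ADP-Glo luminescence.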
Abeta yeast res = restores growth of yeast expressing A-beta42 peptide; yeast expressing A-beta42, growth rescue, OD600, 48 h; response scale: 0% DMSO, 100% iron-clioquinol control; Potency, µM (doses to about 46.1 µM), inactives show at the highest dose growth rescue, usual class: activators; actives 0.063% (n = 410,000); further: potency means the concentration at half of the fitted maximal effect; nearly all actives have a fitted effect of over 55% in size
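Growth rescue measured by 600 nm absorbance after 48 h yeast culture at 30 C with compound. Values normalized between DMSO and an equimolar ferric chloride plus clioquinol control.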
The depositor's hits bear a star; ? = inconclusive; . = no result given; [ ] = dose if it differs, or a comment. Unless noted, the call rests on the fitted dose curve; in most records, active means well fitted curve in the direction sought with a large enough effect; inconclusive means small, poorly fitted or top-dose-only effect, or another doubt; inactive means no such curve, though single readings can be large; an effect the other way counts as inactive or inconclusive.

SMILES	EPAC1 antag	PLK1 PBD inh	EPAC1 ag	IL-2 act	WRN inhibitor	FUS suppressor	PI5P4Ka inh	Abeta yeast res
OCCC1CN(Cc2cc(F)ccc2F)CCN1CCCc1ccccc1 (stereo unspecified)	7%	6%	5%	0.6	-7%	-13%	5	-2%
Cc1cccc(C)c1N1CCc2cn[nH]c21	4%	-3%	3%	-0.9	0%	1%	1	25%
CC(=O)NCc1ccc(C(=O)CSc2nnc(C3CC3)n2C2CC2)cc1	-23%	-24%	6%	1.8	1%	-15%	-13	3%
CCNC(=O)C1(C)CCN(Cc2ccc(C(F)(F)F)cc2)C1 (stereo unspecified)	4%	-4%	-4%	-0.7	7%	-5%	-4	12%
CC(C)CCN(C(=O)C1CCCC1)c1c(N)n(Cc2ccccc2)c(=O)[nH]c1=O	-16%	-10%	7%	0.7	2%	-15%	7	17%
CC1=NC(C)(C)Cc2cc(C)c(C)cc21	7%	1%	5%	-0.8	-6%	3%	6	-7%
CC(Sc1ccc(Cl)cc1)C(=O)N(C)CC(=O)Nc1ccc(N2CCOCC2)cc1 (stereo unspecified)	9%	?	5%	-3.0	-10%	-5%	-1	-3%
COc1ccc(CNC(=O)COC(=O)CCC2CCCCC2)cc1	-7%	-2%	-24%	1.9	0%	39%	2	23%
O/N=C(/CCc1ccccc1)c1ccc2c(c1)OCCO2	?	-5%	11%	-0.7	-16%	1%	1	7%
COc1ccccc1C(=O)OCC(=O)Nc1cccc(S(=O)(=O)NC2=NCCCCC2)c1	12%	3%	-9%	-3.4	-8%	.	-9	9%
COC(=O)c1ccc(Sc2ccccn2)c([N+](=O)[O-])c1	4%	-10%	0%	0.2	6%	.	2	-23%
CCCOc1ccc(/C(O)=C2/C(=O)C(=O)N(CCCOC)C2c2ccncc2)cc1 (stereo unspecified)	-20%	-7%	5%	-0.1	-1%	-4%	6	7%
COc1ccc(-c2c(-c3ccsc3)oc(=O)c3cc(OC)c(OC)cc23)cc1	12%	-6%	4%	-0.8	4%	9%	-4	-6%
Nc1ccccc1C(=O)NN=Cc1cccc([N+](=O)[O-])c1	-10%	2%	-6%	0.1	-9%	-14%	-21	-2%
COc1cc(NC(=O)[C@@H]2O[C@H](CO)[C@@H](O)[C@H]2O)cc(OC)c1OC	-6%	-3%	9%	-0.6	-5%	-7%	-3	-1%
Cc1nc2cc(O)ccc2n1C	-12%	-10%	4%	-0.6	-2%	10%	0	11%
CCOc1cc(-c2sc(Nc3ccccc3)n[n+]2C)ccc1OC	-14%	-10%	-15%	0.2	-2%	-7%	-7	-25%
CN(C)CCOc1ccc2ccccc2c1	1%	-4%	-5%	1.1	-5%	.	-5	-9%
CCCN1C2CCCC1CC(NC(=O)Nc1cccc(C(C)=O)c1)C2 (stereo unspecified)	1%	-6%	-1%	-0.3	-4%	12%	-1	1%
COC(=O)c1ccc(NC(=O)Nc2ccc(C)cc2)cc1	3%	-3%	-6%	0.0	-1%	14%	0	-15%

A section taken from the entries so far, for reference:
SMILES	EPAC1 antag	PLK1 PBD inh	EPAC1 ag	IL-2 act	WRN inhibitor	FUS suppressor	PI5P4Ka inh	Abeta yeast res
COc1ccc(-c2c(-c3ccsc3)oc(=O)c3cc(OC)c(OC)cc23)cc1	12%	-6%	4%	-0.8	4%	9%	-4	-6%
Nc1ccccc1C(=O)NN=Cc1cccc([N+](=O)[O-])c1	-10%	2%	-6%	0.1	-9%	-14%	-21	-2%
COc1cc(NC(=O)[C@@H]2O[C@H](CO)[C@@H](O)[C@H]2O)cc(OC)c1OC	-6%	-3%	9%	-0.6	-5%	-7%	-3	-1%

Going on with the list:
SMILES	EPAC1 antag	PLK1 PBD inh	EPAC1 ag	IL-2 act	WRN inhibitor	FUS suppressor	PI5P4Ka inh	Abeta yeast res
CCOC(=O)Cn1c(C)[n+](CC(=O)c2ccccc2)c2ccccc21	23%	-1%	0%	-0.1	-6%	22%	2	-9%
NC(=O)c1ccccc1N	15%	3%	-10%	0.0	7%	-18%	-2	-13%
COc1ccc(/C=N/NC(=O)c2c(Br)cnn2C)c2ccccc12	17%	-1%	-11%	-5.8	-14%	-9%	-7	8%
O=C(CCN1CCCC1)Nc1cccc(Br)c1	-5%	-9%	-3%	0.0	1%	6%	1	1%
CC(C)(C)c1ccc(C(=O)O/N=C(\N)Cc2cccs2)cc1	-5%	3%	-7%	2.8	3%	8%	0	-78%[inhibitor]
COc1cccc(/C=N/Nc2cc(-n3nc(C)cc3-c3ccccc3)ncn2)c1O	27%	3%	-10%	-0.4	-21%[57.1 µM]	-4%	-20	-2%
O=C(Cc1cn2ccsc2n1)Nc1ccccn1	2%	-5%	3%	-0.4	7%	-10%	-1	9%
COc1ccnc(CN(C)C(=O)C2CCC(=O)N(CCN(C)C)C2)c1 (stereo unspecified)	-4%	6%	-1%	-0.2	4%	-9%	1	-11%
COc1ccc(CN(Cc2nc3ccccc3c(=O)[nH]2)C(=O)NC2CCCCC2)cc1	1%	-3%	2%	2.3	2%	1%	-1	21%
Cc1cc2c(c(C#N)c1C)NC=NC2C (stereo unspecified)	19%	-1%	-15%	0.7	9%	-20%	-2	-4%
NC(=O)c1ccccc1NC(=O)CSc1nc2c(c(=O)[nH]1)CCCC2	-3%	1%	9%	1.2	-5%	-6%	-4	-15%
COc1ccc(S(=O)(=O)N2N=C(c3cccc(NS(C)(=O)=O)c3)CC2c2ccco2)cc1 (stereo unspecified)	-15%	-6%	-7%	1.5	-5%	?	-16	-18%
Cc1ccc(S(=O)(=O)N2CCN(CC(=O)Nc3ccnn3C3CCCC3)CC2)cc1	24%	-2%	-4%	0.0	7%	-24%	-8	-22%
Cc1ccc(CCNC(=O)C(C)n2nc(C)c3c(C)n(-c4ccccc4)nc3c2=O)cc1 (stereo unspecified)	-29%	?	-6%	-2.8	-4%	8%	4	10%
COc1ccccc1C1C(C#N)=C(N)N(N(C)C)C2=C1C(=O)CC(C)(C)C2 (stereo unspecified)	-20%	-17%	-5%	-4.5	-2%	10%	-5	5%
Cc1cccc(C)c1NC(=O)c1cccc(C(=O)Nc2c(C)cccc2C)n1	-1%	-9%	17%	0.0	-5%	37%	-1	9%
CN(C)CCCN(C(=O)c1ccc(S(=O)(=O)N2CCCCCC2)cc1)c1nc2cc3c(cc2s1)OCO3	-4%	-4%	11%	-2.8	3%	2%	-2	6%
COc1ccc(-c2cc(=O)oc3cc(OCC(=O)N4C[C@H]5C[C@@H](C4)c4cccc(=O)n4C5)ccc23)cc1	3%	5%	-25%	0.4	4%	14%	1	3%
CCC(=O)Nc1cccc(SC)c1	-4%	-12%	-3%	-4.6	-18%	.	1	-3%
CCc1nc(SCC(=O)NNC(=O)C(C)C)c2ccccc2n1	-6%	-8%	9%	1.9	6%	24%	.	10%

Four compounds from above, sorted by formula weight, largest number first.
SMILES	EPAC1 antag	PLK1 PBD inh	EPAC1 ag	IL-2 act	WRN inhibitor	FUS suppressor	PI5P4Ka inh	Abeta yeast res
CC(C)(C)c1ccc(C(=O)O/N=C(\N)Cc2cccs2)cc1	-5%	3%	-7%	2.8	3%	8%	0	-78%[inhibitor]
O=C(CCN1CCCC1)Nc1cccc(Br)c1	-5%	-9%	-3%	0.0	1%	6%	1	1%
O=C(Cc1cn2ccsc2n1)Nc1ccccn1	2%	-5%	3%	-0.4	7%	-10%	-1	9%
Cc1cc2c(c(C#N)c1C)NC=NC2C (stereo unspecified)	19%	-1%	-15%	0.7	9%	-20%	-2	-4%

(next part)
SMILES	EPAC1 antag	PLK1 PBD inh	EPAC1 ag	IL-2 act	WRN inhibitor	FUS suppressor	PI5P4Ka inh	Abeta yeast res
CC(=O)c1cn(C(=O)c2ccc(Cl)cc2)c2ccccc12	-4%	-5%	7%	-0.3	-10%	-11%	5	-1%
COc1ccc(CNc2ccncc2)c(OC)c1OC	-2%	7%	5%	-1.8	1%[57.1 µM]	9%	8	-15%
O=C(CCNC(=O)c1ccccc1Cl)NCCC1=CCCCC1	5%	-8%	-1%	-0.8	-5%	3%	-6	24%
CCOC(=O)c1ccccc1N=N/C(C(C)=O)=C(/C)O	1%	-5%	-13%	-2.3	-1%	-25%	1	6%
CC(=O)NC(CCS(C)(=O)=O)C(=O)Nc1ccc2c(c1)OCO2 (stereo unspecified)	15%	-5%	-17%	-0.8	0%	5%	0	-17%
Clc1ccc(Cl)c2sc(N3CCOCC3)nc12	0%	-6%	1%	1.3	-5%	14%	6	15%
O=C(NC1CCCCC1)C(c1c(F)cccc1Cl)N(C(=O)c1csnn1)C1CC1 (stereo unspecified)	-15%	-2%	2%	-0.4	-5%[57.1 µM]	-1%	3	-12%
C/C(=N\S(=O)(=O)c1ccc(C)cc1)Nc1cc(C(C)C)c(O)cc1C	1%	-4%	-1%	-3.5	-6%	1%	-2	3%
COc1ccc2c(c1)C1(Nc3ccccc3-c3nc4ccccc4n31)C(=O)N2 (stereo unspecified)	-1%	0%	6%	-1.3	-6%	-11%	.	14%
O=C(OCc1cn([C@H]2CN(Cc3cccs3)[C@@H](c3ccccc3)C[C@@H]2O)nn1)c1ccccc1	-8%	-6%	-1%	-1.6	-8%	42%	5	6%
Cc1cccn2c(=O)c3cc(C(=O)NCC4CCCO4)c(=N)n(CC4CCCO4)c3nc12 (stereo unspecified)	0%	-5%	5%	0.2	-10%	4%	-1	-4%
COc1ccc2cc(C3(C)NC(=O)N(CC(=O)Nc4c(C)n(C)n(-c5ccccc5)c4=O)C3=O)ccc2c1 (stereo unspecified)	2%	-1%	-10%	-1.5	3%	.	-1	7%
O=C(NC(=O)c1cccc(OC(F)(F)C(F)F)c1)OC1CCS(=O)(=O)C1 (stereo unspecified)	-5%	1%	8%	0.8	2%	14%	-2	24%
COc1ccc(OCCn2cc(/C=N/NC(=O)c3ccncc3)c3ccccc32)cc1	-8%	4%	7%	5.8	-8%	.	-2	13%
CC1CCN(C(=O)CCc2nnc3ccc(NCc4ccco4)nn23)CC1	13%	-10%	11%	-0.4	0%	13%	1	4%
CCc1ccc2oc(-c3ccc(N)cc3)nc2c1	4%	-4%	4%	-1.5	-8%	27%	.	-8%
O=C(Nc1cccc(C(F)(F)F)c1)C1CCCO1 (stereo unspecified)	-2%	-19%	2%	0.1	-2%	6%	4	-6%
COC(=O)C(Cc1ccccc1)NC(=O)C12CC3CC(CC(C3)C1)C2 (stereo unspecified)	-14%	-5%	-4%	-0.1	-12%	17%	1	19%
Cc1nc2c3ccccc3nc(NNC(=O)CCC(=O)NC3CCCC3)n2n1	1%	-8%	4%	-2.3	-6%	19%	1	-9%
COc1ncc(-c2c(-c3ccccc3OC)sc3ccccc23)cn1	-11%	2%	1%	-0.3	-10%	?	12	-16%
